Source: PubChem BioAssay
Smad3 FoxH1 inh = Smad3/FoxH1 peptide binding inhibitors, primary screen, biochemical, TR-FRET | inhibition, % at 25 µM | 88,000 compounds, 0.29% hits | Mothers against decapentaplegic homolog 3 (Homo sapiens), P84022 | TR-FRET Smad3/Dy647-FoxH1 peptide binding, europium anti-His;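 active means compounds that reduce the energy-transfer binding signal between the protein and its labelled peptide by more than half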;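 further: 0% = Smad3 plus labelled peptide maximal FRET and 100% = peptide-only background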
ERb SRC1 inh = inhibitors of ERβ-SRC1 coactivator interaction, primary screen, biochemical, TR-FRET, ERβ LBD, SRC-1 peptide; Estrogen receptor beta (Homo sapiens), Q92731; TR-FRET ER-beta LBD / SRC1-Cy5 peptide binding; receptor agonist-loaded with 1 µM estradiol; inhibition, % at 25.6 µM; 86,000 compounds, 1.3% hits;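 active means compounds whose percent inhibition of the receptor-coactivator binding signal exceeds about 50% in the single-dose screen, limit read from the data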;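 further: 0% = receptor plus peptide wells without compound and 100% = peptide-only wells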
Target sequence (Q92731 whole entry, looked up, the tested form may be a part): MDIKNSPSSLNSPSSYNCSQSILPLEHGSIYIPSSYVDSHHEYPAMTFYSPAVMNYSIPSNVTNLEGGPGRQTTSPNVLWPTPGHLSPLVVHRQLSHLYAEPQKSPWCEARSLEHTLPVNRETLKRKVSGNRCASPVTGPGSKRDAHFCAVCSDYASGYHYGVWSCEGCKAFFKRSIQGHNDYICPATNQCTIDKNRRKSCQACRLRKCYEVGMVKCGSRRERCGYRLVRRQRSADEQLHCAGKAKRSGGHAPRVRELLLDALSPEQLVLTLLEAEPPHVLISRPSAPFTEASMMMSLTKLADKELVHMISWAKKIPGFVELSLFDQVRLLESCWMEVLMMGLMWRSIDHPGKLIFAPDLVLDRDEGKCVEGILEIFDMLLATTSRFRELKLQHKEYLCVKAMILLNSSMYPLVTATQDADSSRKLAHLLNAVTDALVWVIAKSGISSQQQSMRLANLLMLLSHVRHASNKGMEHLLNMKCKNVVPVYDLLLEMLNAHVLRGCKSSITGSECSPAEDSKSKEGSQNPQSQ
sEH inhibitor = soluble epoxide hydrolase inhibitors, primary screen, biochemical, human sEH | Bifunctional epoxide hydrolase 2 (Homo sapiens), P34913 | inhibition, % at 2 µM | 91,000 compounds, 0.34% hits | recombinant human sEH enzymatic activity assay; in the data active means inhibition above about 80%; further: values of inactives mirror those of a sister screen read the other way; many of its hits are not listed in these tables
Target sequence (P34913 whole entry, looked up): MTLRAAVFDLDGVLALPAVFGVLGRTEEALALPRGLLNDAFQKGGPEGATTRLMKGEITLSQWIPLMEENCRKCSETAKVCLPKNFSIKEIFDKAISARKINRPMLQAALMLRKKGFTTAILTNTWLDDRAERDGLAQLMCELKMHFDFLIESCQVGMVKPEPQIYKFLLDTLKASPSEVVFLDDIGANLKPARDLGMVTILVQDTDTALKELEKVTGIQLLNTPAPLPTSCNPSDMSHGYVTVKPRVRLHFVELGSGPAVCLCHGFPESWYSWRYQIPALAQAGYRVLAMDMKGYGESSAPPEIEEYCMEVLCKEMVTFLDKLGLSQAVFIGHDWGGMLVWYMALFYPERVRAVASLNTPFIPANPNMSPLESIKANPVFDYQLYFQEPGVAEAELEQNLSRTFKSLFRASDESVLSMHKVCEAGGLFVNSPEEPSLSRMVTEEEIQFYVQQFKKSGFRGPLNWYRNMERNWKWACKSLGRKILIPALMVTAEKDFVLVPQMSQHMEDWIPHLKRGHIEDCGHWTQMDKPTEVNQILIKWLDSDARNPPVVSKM
HUVEC tox IL1B = cytotoxicity in IL-1B stimulated HUVEC, primary screen, cytotoxicity control for IL-1B NFkB translocation project, imaging, Hoechst nuclear count, IL-1B stimulus; HUVEC cell count loss; 94,000 compounds, 0.41% hits; cell count reduction, % at 2 µM;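 active means cell count reduction more than 3 SD above the screen-wide mean, cut at about 70% in these data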;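 further: normalized per plate to untreated control cells as the no-loss baseline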
VCAM1 TNFa inh = inhibitors of TNFa-induced VCAM1 expression, primary screen, imaging, HUVEC, TNFa stimulus, immunofluorescence; HUVEC TNFa-induced VCAM-1 immunofluorescence, high-content imaging; 95,000 compounds, 0.48% hits; AID 802, 2007; inhibition, % at 2 µM;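 active means inhibition above the batch mean plus 3 SD, with images confirmed as a hit by eye, cut at about 37% in these data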;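 further: 0% = TNF-stimulated DMSO wells and 100% = unstimulated control wells; not every result past the cut was called active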
HUVEC tox TNFa = cytotoxicity in TNFa-stimulated HUVEC, primary screen, cytotoxicity control for VCAM1 expression modulator project, imaging, Hoechst nuclei count. HUVEC TNFalpha-stimulated, Hoechst cell count. cell count reduction, % at 2 µM. 93,000 compounds, 0.17% hits. AID 848, 2007;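 active means cell count reduction exceeding the screen mean by over 5 SD, scaled to untreated wells per plate, cut at about 78% in these data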;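 further: cells counted after 24 h of TNF alpha exposure following the 1 h pretreatment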
Candida biofilm = clotrimazole potentiators killing Candida biofilms, primary screen, with clotrimazole, Alamar Blue; C. albicans biofilm + clotrimazole; inhibition, % at 6 µM; 85,000 compounds, 0.14% hits;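 active means inhibition above 20%; inactive means inhibition below 20%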;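 further: preformed 24 hr biofilms exposed to compound for 48 hr; 0% = biofilm without compound and 100% = blank killed by clotrimazole plus chlorhexidine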
sEH activator = soluble epoxide hydrolase activators, primary screen, biochemical, human sEH. Bifunctional epoxide hydrolase 2 (Homo sapiens), P34913. purified human sEH enzymatic activity, activator screen. activation, % at 2 µM. 91,000 compounds, 0.04% hits; in the data active means activation above about 37%; further: values of inactives mirror those of a sister screen read the other way
cytoskel mod = modifiers of F-actin cytoskeleton organization, primary screen, imaging, HUVEC, phalloidin staining, high-content imaging | HUVEC TNFa F-actin phalloidin imaging | inhibition, % at 2 µM | 91,000 compounds, 0.18% hits;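 active means inhibition above the batch mean plus 3 SD and confirmed as a hit by visual image inspection, cut at about 30% in these data, passing the limit was not always enough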; further: strong numbers were not always called active
* = called active by the depositor; · = not tested or not shown; [ ] = remark or other dose. The list is partial (hit frequency here may not be typical).

SMILES	Smad3 FoxH1 inh	ERb SRC1 inh	sEH inhibitor	HUVEC tox IL1B	VCAM1 TNFa inh	HUVEC tox TNFa	Candida biofilm	sEH activator	cytoskel mod
CCOC(=O)c1ccccc1NC(=O)Nc1ccc(OC)c(OC)c1	0	-5	-14	8	4	5	3	14	-5
Cn1cccc1CC(=O)N/N=C/c1cccc2ccccc12	·	·	73	-6	8	-10	·	-74	-3
CCOc1ccc(C2Nc3ccc4ccccc4c3-c3c2c(=O)oc2ccccc32)cc1 (stereo unspecified)	·	·	-5	8	-4	4	·	7	7
COC(/C=C/Nc1ccc(Br)cc1)=C(C#N)C#N	·	·	4	-26	23	-5	·	-3	-4
O=C(Nc1ccccc1N1CCOCC1)c1cnccn1	3	29	·	-1	-5	-16	7	·	-20
O=C(NCCCn1ccnc1)C1c2ccccc2Oc2ccccc21	-1	-7	11	-2	1	-8	7	-12	23
O=c1ccc(/C=C/c2ccccc2)nn1Cc1ccccc1	3	6	-2	·	-6	-4	5	0	0
c1cncc(-c2nc(N3CCOCC3)c3ccccc3n2)c1	0	9	-2	4	19	13	-2	0	-5
O=S(=O)(NCCc1ccncc1)c1cc(Br)ccc1F	2	-5	-2	92*	12	-4	-2	-1	8
Cc1ccc(Cl)cc1NC1=C/C(=N\S(=O)(=O)c2cccs2)c2ccccc2C1=O	·	·	-7	3	91*	28	·	8	9
CCCN1C(=O)/C(=C/c2c(NCCCOCC)nc3c(C)cccn3c2=O)SC1=S	·	·	1	-29	11	-30	·	-2	-6
Cc1[nH][nH]c(=O)c1C(c1ccc(-c2ccc(Cl)cc2Cl)o1)c1c(C)[nH][nH]c1=O	·	·	-13	-1	5	15	·	13	20

3 structures already listed, ordered by molar mass, lowest first:
SMILES	Smad3 FoxH1 inh	ERb SRC1 inh	sEH inhibitor	HUVEC tox IL1B	VCAM1 TNFa inh	HUVEC tox TNFa	Candida biofilm	sEH activator	cytoskel mod
O=c1ccc(/C=C/c2ccccc2)nn1Cc1ccccc1	3	6	-2	·	-6	-4	5	0	0
Cn1cccc1CC(=O)N/N=C/c1cccc2ccccc12	·	·	73	-6	8	-10	·	-74	-3
Cc1ccc(Cl)cc1NC1=C/C(=N\S(=O)(=O)c2cccs2)c2ccccc2C1=O	·	·	-7	3	91*	28	·	8	9

More compounds follow:
SMILES	Smad3 FoxH1 inh	ERb SRC1 inh	sEH inhibitor	HUVEC tox IL1B	VCAM1 TNFa inh	HUVEC tox TNFa	Candida biofilm	sEH activator	cytoskel mod
O=C(Cc1ccccn1)Nc1ccccc1	0	-1	1	-3	-8	-23	-2	-1	15
COC(=O)CNC(=O)CN1C(=O)N(c2cccc(Cl)c2)C(N(O)C(=O)Nc2cccc(Cl)c2)C1(C)C (stereo unspecified)	-8	-21	0	-5	11	6	7	2	-20
CC(C)(C)Nc1nc(N2CCCC2)nc(N2CCCC2)n1	5	-14[fluorescence artefact?]	6	-8	0	-1	-1	-5	-49
Cc1cc(C)cc(NC(=O)C2CCCN(S(=O)(=O)c3cnc[nH]3)C2)c1 (stereo unspecified)	-16	19[fluorescence artefact?]	16	25	-4	-7	-3	-16	-10
CCn1c(CCCOc2ccc(Cl)cc2Cl)nnc1SCC(=O)Nc1cccc(F)c1	·	·	6	0	6	4	·	-4	4
CCC1(CC)Nc2ccccc2C(=O)N1c1ccc(NC(C)=O)cc1	6	-11	·	-55	3	-32	10	·	-4
COc1cccc(CN(C)C(=O)c2ccc3nccnc3c2)c1	17	18	8	-2	-4	-28	7	-9	8
CCOC(=O)c1cnc(Nc2nc3ccccc3o2)nc1CN1CCN(c2ccccc2)CC1	6	-6	4	-6	10	4	5	-8	-7
CC1=C(C(=O)OC2CCCCCCC2)C(c2ccc(O)cc2)NC(=O)N1 (stereo unspecified)	23[fluorescence artefact?]	12[fluorescence artefact?]	·	-44	-9	-1	2	·	-20
COc1ccc(NC(=O)Nc2cc3oc4ccccc4c3cc2OC)cc1	·	·	0	0	18	-19	·	3	39
O=C(COc1ccccc1)Nc1cccc(-c2nc3cc4ccccc4cc3[nH]2)c1	·	·	11	45	-26	25	·	-12	-30
COc1cc(OC)cc(C(=O)NCCn2ccc3ccccc32)c1	-10	-14	-5	-24	8	-8	3	4	-1
CC(C)OCCCn1c(=S)[nH]c2cc3c(cc2c1=O)OCO3	1	12	21	-10	3	-24	5	-20	1
C=CCC(NC(C)c1ccccc1)c1ccco1 (stereo unspecified)	-7	10[fluorescence artefact?]	-6	14	8	-1	-4	9	-12
CC(C)(C)c1ccc(S(=O)(=O)NCC(=O)Nc2ccc(-c3nc4ccccc4s3)cc2)cc1	·	·	3	19	-20	-24	·	-1	6
Cc1ccc(S(=O)(=O)Nc2nonc2C)cc1	-13	8[fluorescence artefact?]	-2	-10	-8	-6	2	1	17
CCOc1cc(C2C(C(=O)OC)=C(C)N=C3SCCC(=O)N32)ccc1OC(C)=O (stereo unspecified)	1	-10	2	-21	7	-29	4	-3	-6
COC(=O)c1sccc1-c1ccc(/C=N/OCc2c(Cl)cccc2Cl)o1	·	·	-14	10	4	1	·	11	·
O=S(=O)(N1CCCCC1)N1CCN(c2ccccc2F)CC1	19	-8	-8	-40	-1	-29	6	10	-15
CCCOc1cc(CN2CCCCC2)cc(C(C)=O)c1	-9	37[fluorescence artefact?]	7	-23	5	-1	0	-6	-4
Cc1ccc(S(=O)(=O)NCC(=O)N(CC(=O)NC2CCCCC2)Cc2ccco2)cc1	-14	-2	2	0	-10	-7	6	-2	21
Cc1cc(C)nc(/N=C2\NC(=O)CC(C(=O)O)N2c2ccc(Oc3ccccc3)cc2)n1 (stereo unspecified)	8	1	-2	-7	0	-10	7	4	5
COCC(=O)Nc1ccc(N(C)C)cc1	7	-19	2	-18	1	-17	11	-4	2
O=C(Nc1ncc(Cc2cccc(Cl)c2Cl)s1)c1ccc([N+](=O)[O-])cc1	·	·	68	-5	21	18	·	-68	·
Cc1ccc(-c2cc(C(=O)Nc3ccc(S(=O)(=O)Nc4cc(C)on4)cc3)c3ccccc3n2)c(C)c1	·	·	10	-23	9	-7	·	-9	-6
CCN(Cc1ccncc1)C(=O)C1CCN(S(=O)(=O)c2cccs2)CC1	5	4	-2	-14	-4	1	5	5	-14
O=C(CNC(=O)C1CCCCC1)NCCCO	7	-8	5	-151	5	-14	8	-5	40
Cc1ccccc1NC(=O)Cn1c(=O)n(C)c2ccccc21	-6	-3	-2	0	22	0	4	1	23
CCn1c(SCC(=O)O)nnc1-c1ccccc1	-8	9[fluorescence artefact?]	-1	-1	9	-14	11	0	-8
CC(C)(C)C(C(Oc1ccc(Cl)cc1)n1cncn1)n1nnnc1C(c1cccc(Cl)c1)N1CCCCC1 (stereo unspecified)	-6	13[fluorescence artefact?]	-2	-14	14	6	-3	-1	3
Cn1ncc(Cl)c1C(=O)Nc1cc(C(F)(F)F)ccc1F	-2	-14	6	-19	13	-13	5	-3	-11
CCOc1ccccc1C(=O)Nc1ccccc1C(N)=O	-2	-8	-1	0	29	-15	6	1	11
O=C(NC1CCCCC1)c1ccc(S(=O)(=O)N2CCOCC2)cc1	7	-9	5	-6	-13	-69	10	-5	6
Cc1ccc(-n2nc(C)c3c(-c4cccs4)c(C#N)c(N)nc32)cc1	6	19[fluorescence artefact?]	-12	1	-1	-9	3	14	-25
Cn1c(=O)c2c(nc(NCc3cccnc3)n2Cc2ccc(Cl)cc2)n(C)c1=O	-2	4[fluorescence artefact?]	8	-6	-6	-7	-2	-6	-4
O=C(NCc1ccco1)c1ccc(S(=O)(=O)N2CCCc3ccccc32)cc1	1	1	-1	32	25	-31	6	-2	11
O=C(CS(=O)CC(=O)N(CC(=O)NC1CCCC1)C1CCCCC1)Nc1ccc(F)cc1 (stereo unspecified)	·	·	-1	2	6	3	·	0	-3
CC1Cc2ccccc2N1C(=O)CSc1nnnn1C1CCCC1 (stereo unspecified)	0	4	10	11	-3	-3	0	-12	4
CC12CCC(C(=O)NC(c3ccccc3)c3ccccc3)(OC1=O)C2(C)C (stereo unspecified)	5	6[fluorescence artefact?]	-2	5	4	-23	2	5	6
COCCCn1c(Cc2csc(Nc3ccc(F)cc3)n2)nnc1SCC(N)=O	·	·	5	3	-11	-10	·	-7	-5
COc1ccc(C2=CSC3=NCCN23)cc1F	-2	-1	0	18	-18	12	4	0	-45
CC(=O)Nc1cccc(NC(=O)c2c(-c3ccccc3)noc2C)c1	-4	5	16	-15	13	-28	6	-18	-4
CN(c1ccccc1)S(=O)(=O)c1cc(C(=O)c2nccn2C)ccc1Cl	4	13	12	0	11	-32	9	-14	19
Nc1c(-c2cccc(Cl)c2)cnn1-c1cccc(C(F)(F)F)c1	·	·	-8	-67	-10	1	·	10	-9
CCC(C(=O)Nc1cnccn1)c1ccccc1 (stereo unspecified)	11	-3	10	-21	7	-7	7	-7	13
COc1ccc(C(=O)CN2C(=O)c3ccccc3C2=O)c(OC)c1C	5	4[fluorescence artefact?]	0	-11	0	8	9	4	14
CCOc1ccccc1NC1c2ccccc2C(=O)N1Cc1ccco1 (stereo unspecified)	-13	-2	8	0	20	-10	1	-7	-7
COCCn1c(C)cc(C(=O)CSc2ccc3ccccc3n2)c1C	·	·	9	-1	10	-17	·	-9	-13
Cc1csc2nc(=O)c3ccccc3n12	4	0	-3	6	7	-7	3	6	2
O=C(N/N=C/c1ccc(Cl)cc1)Nc1ccccc1	·	·	16	14	-7	-12	·	-18	4
C=C(C)CSC1=C(C#N)C(c2ccccc2)CC(=O)N1 (stereo unspecified)	·	·	·	-7	1	-18	·	·	41
CC(C)c1ccc(N(CC(=O)Nc2ccc(S(=O)(=O)N3CCOCC3)cc2)S(C)(=O)=O)cc1	2	11	9	-17	19	-22	2	-8	12
O=C(Nc1ccc2c(c1)CCC2)C1CCN(c2c3c(nc4ncnn24)CCC3)CC1	6	-8[fluorescence artefact?]	77	-8	-3	-1	5	-77	14
CC1(C)Cc2c(sc(NC(=O)c3ccco3)c2C(=O)O)CO1	10	2	-10	-126	15	-6	6	9	-7
COCCCNc1nc2c(c(=O)[nH]c(=O)n2C)n1CC(O)COc1ccccc1 (stereo unspecified)	9	-6	8	23	4	-33	1	-10	-8
Cc1nnc(SCCn2c(N3CCCCC3)nc3c2c(=O)n(C)c(=O)n3C)s1	5	8	1	-23	-4	-35	6	1	-5
COCCOC(=O)c1c(C)oc2ccc(OCc3cc(C(=O)OC)oc3C)cc12	-7	-4	-3	-6	16	-14	1	4	2
Cc1ccc(S(=O)(=O)O/N=C2\CCCc3ccccc32)cc1	3	9	-4	2	6	9	5	2	1
COc1ccc(N2C3=C(CC4=C2CC(C)(C)CC4=O)C(=O)CC(C)(C)C3)cc1	-1	-2	10	-10	-3	-7	0	-8	6
Cc1ccc(NC(=O)CCc2ccc(S(=O)(=O)N3CCOCC3)cc2)c(C)c1	·	·	19	0	-4	-19	·	-21	19
COC(=O)NC1(C(F)(F)F)C(=O)NC(C)=C1C(=O)OC (stereo unspecified)	-2	-8	-6	-25	11	-18	2	9	2
COCC(C)NCc1ccccc1C (stereo unspecified)	5	7	3	-27	17	-9	6	-2	42
